# Screening data: PubChem, National Center for Advancing Translational Sciences (NCATS)
# AMA1 RON2 block = AMA1-RON2 (P. falciparum) interaction inhibition | AlphaScreen AMA1-biotinylated RON2 peptide binding | Potency, µM (titrated, usually from 58.2 µM), for the others: at the highest dose activity change, negative = inhibition, hits mostly inhibitors | actives 0.2% (n = 360,000);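 further: potency means the concentration at half of the fitted maximal effect; 0% = vehicle wells and -100% = peptide control; nearly all actives have a fitted effect of over 45% in size; some results filed as inactive show a strong effect at the top dose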
#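 AMA1 (3D7) with his tag at 25 nM final met compounds first, then biotinylated RON2 peptide at 25 nM; detection used donor plus acceptor beads, 10 µg/mL apiece, read by AlphaScreen after 30 min at room temperature.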
# LmPK inhibitor = LmPK (Leishmania mexicana) enzyme inhibition; Q27686; purified LmPK, Kinase-Glo ATP luminescence, 1 h; Potency, µM (titrated, usually from 57.5 µM), for the others: at the highest dose activity change, negative = inhibition, hits mostly inhibitors; actives 0.37% (n = 290,000); AID 1721; further: potency means the concentration at half of the fitted maximal effect
# Target sequence (Q27686 whole entry, looked up): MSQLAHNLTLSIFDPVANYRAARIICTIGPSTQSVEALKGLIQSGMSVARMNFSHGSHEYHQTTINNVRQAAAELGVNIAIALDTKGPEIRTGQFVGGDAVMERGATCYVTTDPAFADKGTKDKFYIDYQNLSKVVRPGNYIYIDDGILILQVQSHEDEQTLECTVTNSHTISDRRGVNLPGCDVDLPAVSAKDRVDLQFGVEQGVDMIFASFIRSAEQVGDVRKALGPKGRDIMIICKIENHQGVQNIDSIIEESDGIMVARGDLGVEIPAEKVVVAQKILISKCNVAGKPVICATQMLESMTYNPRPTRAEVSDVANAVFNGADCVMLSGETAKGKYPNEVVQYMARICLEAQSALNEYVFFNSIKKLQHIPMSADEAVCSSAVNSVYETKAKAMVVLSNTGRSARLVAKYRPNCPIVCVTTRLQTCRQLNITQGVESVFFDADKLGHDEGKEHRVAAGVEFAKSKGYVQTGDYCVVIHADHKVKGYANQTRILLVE
#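 In 50 mM imidazole pH 7.2 with 7 mM MgCl2, LmPK (0.1 nM) turned over PEP (0.5 mM) and ADP (0.1 mM) for 1 h at room temperature. Luciferase read-out of ATP.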
# TbPYK inhibitor = blocks Trypanosoma brucei pyruvate kinase; Q57TT1; TbPYK enzyme, Kinase-Glo Plus ATP luminescence, 45 min; Potency, µM (doses to about 76.8 µM), without a hit: top-dose activity, negative = inhibition, usual class: inhibitors; actives 0.12% (n = 410,000); AID 624173; further: potency means the concentration at half of the fitted maximal effect; nearly all actives have a fitted effect of over 50% in size
#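 Assay buffer: 50 mM TEA pH 7.2, 100 mM KCl, 10 mM MgCl2, 0.05% BSA, 0.01% Tween-20. Pyruvate kinase from T. brucei plus substrate met compound, then ADP (130 uM final). Luminescence was read post 45 min RT.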
# AmpC inh no detg = inhibitors of E. coli AmpC beta-lactamase without detergent | AmpC nitrocefin hydrolysis, absorbance 480 nm, 0.0001% Triton | Potency, µM (series often up to 57.1 µM), for inactives: at the highest dose activity change, negative = inhibition, actives largely listed as inhibitors | actives 0.52% (n = 330,000) | AID 485341;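 further: potency means the concentration at half of the fitted maximal effect; plate controls were no compound for no effect and no enzyme for full effect; nearly all actives have a fitted effect of over 20% in size; some results filed as inactive show a strong effect at the top dose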
# Target sequence (P00811 whole entry, looked up): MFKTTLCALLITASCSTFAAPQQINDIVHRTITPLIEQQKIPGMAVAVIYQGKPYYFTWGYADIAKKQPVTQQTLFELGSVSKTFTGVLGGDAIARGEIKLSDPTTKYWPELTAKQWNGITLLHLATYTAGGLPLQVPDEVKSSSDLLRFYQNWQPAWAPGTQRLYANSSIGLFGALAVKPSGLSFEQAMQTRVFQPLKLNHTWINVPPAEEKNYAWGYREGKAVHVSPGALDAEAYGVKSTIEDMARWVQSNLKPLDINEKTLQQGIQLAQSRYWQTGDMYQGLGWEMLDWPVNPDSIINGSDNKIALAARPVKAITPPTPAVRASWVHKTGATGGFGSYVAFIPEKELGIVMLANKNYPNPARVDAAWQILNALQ
#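 AmpC (5.3 nM in the dispensed reagent) in 20 mM phosphate pH 7.0 with 0.01% (detergent screen) or 0.0001% Triton X-100 was preincubated with compounds for 15 min at room temperature. Nitrocefin was then added from an 800 uM solution, and hydrolysis was followed at 480 nm.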
# HCV inhibitor = HCV inhibition | Huh7.5.1 HCVcc-Cre infection, luciferase reporter, 44 h | Potency, µM (highest dose often 41.8 µM), for inactives: top-dose activity change, negative = inhibition, hits mostly inhibitors | actives 3.4% (n = 340,000) | AID 651820; further: potency means the concentration at half of the fitted maximal effect
#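 Cells seeded at 1,000/well and cultured 4 h, then compounds added followed by HCVcc-Cre virus (~0.5 moi). After 44 h further culture, luciferase substrate was added, plates held 15 min at room temperature, and luminescence read for 15 sec.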
# HCMV antiviral = inhibitors of human cytomegalovirus | AID 1259415 | activity change, negative = inhibition, % at 57.5 µM | actives 4.5% (n = 410,000) | HFF cells, HCMV-luciferase reporter, 72 h; active compounds read low; in the data active means activity change below about -60%; inconclusive means no clear call, values can overlap the other calls; inactive means above about -39%
#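 Steps: HFFs plated, 16 h 37C; compounds added; HCMV-luciferase added to MOI 1 PFU/cell; 72 h 37C; OneGlo reagent, 5 min room temperature; luminescence read, normalized to controls.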
# AmpC detergent = AmpC beta-lactamase inhibition with detergent present; P00811; Potency, µM (series often up to 114 µM), without a hit: at the highest dose activity change, negative = inhibition, most hits filed as inhibitors; AmpC hydrolysis of nitrocefin, absorbance 480 nm, 0.01% Triton; actives 0.041% (n = 370,000);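 further: potency means the concentration at half of the fitted maximal effect; 0% = no-compound wells and -100% = no-enzyme wells; nearly all actives have a fitted effect of over 25% in size; some results filed as inactive show a strong effect at the top dose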
#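 AmpC (5.3 nM in the dispensed reagent) in 20 mM phosphate pH 7.0 with 0.01% (detergent screen) or 0.0001% Triton X-100 was preincubated with compounds for 15 min at room temperature. Nitrocefin was then added from an 800 uM solution, and hydrolysis was followed at 480 nm.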
# The depositor's hits bear a star; u = inconclusive; x = no result given; & = joins results of further samples; [ ] = dose if it differs, or a comment. Unless noted, the call rests on the fitted dose curve; in most records, active means well fitted curve in the direction sought with a large enough effect; inconclusive means small, poorly fitted or top-dose-only effect, or another doubt; inactive means no such curve, though single readings can be large; an effect the other way counts as inactive or inconclusive. Unless noted, on the % scale 0 is the no-effect control and ±100 the full control effect.
SMILES,AMA1 RON2 block,LmPK inhibitor,TbPYK inhibitor,AmpC inh no detg,HCV inhibitor,HCMV antiviral,AmpC detergent
Cn1c(=O)c2c(ncn2CC(=O)OCC(=O)NNC(=O)c2ccc(Cl)cc2)n(C)c1=O,25%,x,7%,-15%,-14%,3,-6%
COCCn1c(=O)[nH]c2cc(C(=O)N3CCN(c4ccc(OC)cc4)CC3)ccc2c1=O,-12%,3%,0%,-4%,u,4,-5%
O=C(Cc1ccccc1)NCC(=O)N1CCN(c2ccccc2F)CC1,-9%,1%,-2%,9%,27%,89,2%
CCOc1cc(C2CC(=O)N3CN(C4CCCCC4)CSC3=C2C#N)ccc1O (stereo not drawn),0%,-24%,u,u,u,3,u
CN(CC(=O)Nc1ccc2c(c1)OCCO2)S(=O)(=O)c1ccc(F)cc1,-11%,1%,2%,-12%,-4%,-2,u
CC(C)(C#CCN1CCCCC1)OCCOC(c1ccccc1)c1ccccc1,u,1%,1%,179%[activator],u,-10,9%
COc1ccc(CNC(=O)CCCNS(=O)(=O)c2cccc3nonc23)cc1,-6%,-11%,5%,-11%,3%&5%,39,0%
O=C(Nc1cccc(C(F)(F)F)c1)c1ccc(F)c(S(=O)(=O)N2CCc3ccccc3C2)c1,x,x,9%,x,x,31,4%
O=c1c(N2CCN(c3cccc(Cl)c3)CC2)csc2ccccc12,x,x,1%,x,x,2,15%
CCOC(=O)Cc1csc(NS(=O)(=O)c2ccc3c4c(cccc24)C(=O)N3CC)n1,0%,13%,-10%,-30%,-29%,11,-14%
Nc1nnnn1/N=C/C(Br)=C/c1ccccc1,3%,2%,0%,-12%,10µM*,9,-11%
O=C(N1CCN(c2ccccc2F)CC1)C1(S(=O)(=O)c2ccc(Cl)cc2)CC1,-6%,3%,-6%,51%,-11%,13,-13%
CC1(C)CC(NC(=O)c2c(N)no[n+]2[O-])CC(C)(C)N1,13%,4%,0%,-19%,10%,-22,3%
O=S(=O)(Cc1noc(-c2ccc(OC(F)(F)F)cc2)n1)c1ccc(F)cc1,33%[activator],4%,0%,-15%,-2%,5,-1%
CCOC(=O)c1c(C)[nH]c(C(=O)OCC(=O)N(C)c2c(N)n(Cc3ccccc3)c(=O)[nH]c2=O)c1C,-6%,x,2%,173%[activator],-23%,u,-3%

# Entries above containing a CF3 group, in the order listed:
SMILES,AMA1 RON2 block,LmPK inhibitor,TbPYK inhibitor,AmpC inh no detg,HCV inhibitor,HCMV antiviral,AmpC detergent
O=C(Nc1cccc(C(F)(F)F)c1)c1ccc(F)c(S(=O)(=O)N2CCc3ccccc3C2)c1,x,x,9%,x,x,31,4%
O=S(=O)(Cc1noc(-c2ccc(OC(F)(F)F)cc2)n1)c1ccc(F)cc1,33%[activator],4%,0%,-15%,-2%,5,-1%

# Additional records follow:
SMILES,AMA1 RON2 block,LmPK inhibitor,TbPYK inhibitor,AmpC inh no detg,HCV inhibitor,HCMV antiviral,AmpC detergent
CCc1nc2ccc(C(=O)NCCN3CCNC3=O)cn2c1N(C)Cc1ccc(OC)cc1,3%,x,4%,x,x,u,x
CCOC(=O)c1[nH]c(C)c(C(=O)Nc2ccc(C)cc2C)c1C,-4%,2%,-5%,-2%,u,x,-12%
CCOC(=O)C1=C(COC(=O)c2ccc(C)c(S(=O)(=O)N3CCOCC3)c2)NC(=O)NC1C (stereo not drawn),2%,x,-7%,55%,u,5,-11%
COc1ccc(NC(=O)c2cc3sccc3n2Cc2ccc(F)cc2)cc1OC,-19%,-2%,-8%,-8%,u,-10,-4%
CC/C=C/C(=O)N1CC2(CC(c3cccc(NC(=O)CC)c3)=NO2)C[C@H]1C(N)=O (stereo partly drawn),5%,3%,3%,-4%,15%,6,-1%
CCOc1ccc(C(=O)N2CCCC2)cc1OC,5%,0%,12%,-21%,19%,20,2%
CCC1=C(OC(=O)N(CC)CC)N2C(=O)OC(=NCCc3c[nH]c4ccccc34)[C@]2(Cc2ccccc2)[C@H]2C1=CC[C@H]1C(=O)N(c3ccccc3)C(=O)[C@H]12,13%,3%,-8%,-22%,-27%,-23,-1%
CC1CCc2nc(NC(=O)c3ccco3)sc2C1 (stereo not drawn),9%,-30%,1%,-10%,u,-78*,u
Cc1cc(C)cc(-n2ccnc2SCC(=O)Nc2nccs2)c1,-8%,3%,0%,-14%,-12%,-13,2%
COC(=O)C1=C(c2ccc(C(C)=O)cc2)C[C@@H]2CC[C@H]1N2C(=O)NCCO,18%,x,1%,0%,-9%,-16,3%
C[C@@H]1CN([C@H](C)CO)C(=O)c2c(c3ccccc3n2C)-c2ccccc2CO[C@@H]1CN(C)S(=O)(=O)c1cccs1,-6%,x,3%,x,x,-81*,x
O=C1Cc2ccccc2C(=O)N1OCc1ccc(Cl)cc1,-2%,-2%,-1%,-41%,8%,27,u
O=C(c1ccccc1)N1CCN(C(=O)c2ccc3c(c2)OCCO3)CC1,-8%,0%,2%,-34%,12%,-34,-2%
CC(NC(=O)C12CC3(C)CC(C)(CC(C)(C3)C1)C2)C(=O)O (stereo not drawn),15%,1%,3%,-6%,12%,0,4%
O=C(CN1C(=O)NC2(CCCC2)C1=O)NCCc1ccc(Cl)cc1Cl,2%,x,1%,-17%,31%,-6,4%
COc1ccc(NC(=O)CCC(=O)Nc2nnc(C3CCCCC3)s2)c(OC)c1,14%,-4%,3%,-2%,15%,u,-1%
Cc1ccc(C(=O)Nc2ccccc2C(=O)N2CCCC2)cc1[N+](=O)[O-],-19%,-1%,-2%,-57%,-21%,21,-4%
Nc1c2c(nc3ccccc13)N(C1CCCCC1)CC2,25%,-8%,-3%,-31%,0.32µM*,-20,-8%
NC(c1csc(Nc2ccc(C(=O)c3ccccc3)cc2)n1)C1CCCCC1 (stereo not drawn),31%[activator],x,1%,x,x,4,x
COC(=O)c1ccc(Cn2c(C)c(C(=O)NCc3cccs3)sc2=O)o1,-2%,x,-2%,x,x,57,x
COc1ccc(CNc2ncnc3c2c(-c2ccccc2)cn3-c2cccc(C)c2)cc1,x,x,-4%,x,x,u,-5%
NC(=O)c1ncc(C(F)(F)F)cc1Oc1cccc(F)c1,-9%,-1%,4%,-4%,21%,53,u
CC(=O)OC1CC(C)(C)N(OC(=O)c2ccccc2)C(C)(C)C1,-1%,-11%,-4%,44%,9%,48,-9%
CCC(C)NC(=O)c1cc(Sc2nnc(C)s2)nc2ccccc12 (stereo not drawn),x,1%,x,-4%,1%,42,-2%
Cc1nc(SCN2C(=O)c3ccccc3C2=O)n[nH]1,11%,2%,-3%,-10%,6%,27,-5%
Cc1ccc(SCc2nc3ccccc3[nH]2)cc1,17%,-27%,-1%,-34%,-12%,18,0%
COc1ccccc1CN(C(=O)c1cnccn1)C(C(=O)NC1CCCCC1)c1cc(OC)c(OC)c(OC)c1 (stereo not drawn),-3%,-2%,1%,91%[activator],-1%,-27,-2%
CCOC(=O)c1c(C)[nH]c(C)c1C(=O)COC(=O)c1cccc(S(=O)(=O)NC)c1,15%,-1%,-3%,1%,-25%,36,4%
COC(=O)[C@@]1(Sc2ccc(OC)cc2)CC(=O)N[C@@H]1c1ccccc1,0%,x,4%,x,x,7,x
O=C(CNC(=O)c1ccco1)OCc1ccc(C(=O)Oc2ccccc2)cc1,11%,1%,-2%,-1%,u,-20,u
COCCn1cc(C(=O)N2CCC(C)CC2)c2c3ccccc3n(C)c2c1=O,6%,4%,3%,92%[activator],13%,17,-8%
CSc1nc(NNC=O)cc(Oc2ccc(NC(C)=O)cc2)n1,32%[activator],6%,9%,-7%,7%,-4,-12%
Cc1cccc(NC(=O)C(C)N2C(=O)C3C4CC(C(Br)C4Br)C3C2=O)c1 (stereo not drawn),0%,-3%,-22%,30%,19%,5,u
Cn1c(=O)c2c(ncn2CC(=O)OCC(=O)NCCc2ccccc2)n(C)c1=O,-13%,x,0%,-5%,23%,-16,-5%
COc1ccc(C(CC(=O)O)NS(=O)(=O)c2ccc(C)cc2)cc1 (stereo not drawn),12%,-4%,1%,6%,-9%,6,-8%
COc1ccc(CCN2CC(C(=O)NCc3ccon3)CCC2=O)cc1 (stereo not drawn),6%,x,6%,x,x,-11,x
COCCN(CCOC)C(=O)c1ccc(SCc2ccc(C)cc2)c([N+](=O)[O-])c1,-2%,0%,7%,169%[activator],5%,-26,3%
COc1ccccc1CN(C)S(=O)(=O)c1cccs1,10%,-1%,-1%,-19%,-4%,-3,-14%
CN(C)/C=N/c1cc(=O)n(C)c(=O)n1Cc1ccccc1,-3%,-4%,-6%,-14%,2%[8.37 µM],39,u
O=C(Nc1ccccn1)C1CCN(S(=O)(=O)c2ccc3c(c2)OCCCO3)CC1,-8%,x,4%,15%,4%,u,u

# Full records, looked up by structure. Order of values: AMA1 RON2 block | LmPK inhibitor | TbPYK inhibitor | AmpC inh no detg | HCV inhibitor | HCMV antiviral | AmpC detergent
# Results for COCCn1cc(C(=O)N2CCC(C)CC2)c2c3ccccc3n(C)c2c1=O : 6% | 4% | 3% | 92%[activator] | 13% | 17 | -8%
# Results for Cn1c(=O)c2c(ncn2CC(=O)OCC(=O)NCCc2ccccc2)n(C)c1=O : -13% | x | 0% | -5% | 23% | -16 | -5%
# Results for CN(C)/C=N/c1cc(=O)n(C)c(=O)n1Cc1ccccc1 : -3% | -4% | -6% | -14% | 2%[8.37 µM] | 39 | u
# Results for COCCN(CCOC)C(=O)c1ccc(SCc2ccc(C)cc2)c([N+](=O)[O-])c1 : -2% | 0% | 7% | 169%[activator] | 5% | -26 | 3%
